iPSC survival up – increases survival of single human iPS cells. AID 602274. hiPSC single-cell survival, ATPlite luminescence; 100% = ROCK inhibitor wells, 0% = DMSO. survival enhancement, % at 20 µM. 0.044% of 360,000 active; in the data active = survival enhancement above about 18%;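 also: cells exposed to compounds for 16 hours before the ATP read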
HTR2A ag – activates the mouse 5-HT2A serotonin receptor; 0.66% of 360,000 active; AID 624169; CHO-K1 mHTR2A beta-arrestin complementation, luminescence; percent of 30 µM serotonin response; activation, % at 7.6 µM;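 active = activation above a run cutoff, the mean activation of all tested compounds plus 3 SD, cut at about 14% in these data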;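 also: 0% = plate median of compound wells and 100% = 30 µM serotonin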
H9c2 protect – protects H9c2 cardiomyocytes from peroxide injury; H2O2 injury protection, ATPLite, 2 h; 0.63% of 360,000 active; AID 588492; protection from H2O2 cell death, % at 20 µM;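 active = compounds giving at least 50% protection of heart cells from peroxide-induced death in the single-dose screen, raw or plate-pattern-corrected value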;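 also: 0% = DMSO wells with peroxide and 100% = DMSO wells without peroxide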
ABHD5 PLIN5 PPI – inhibitors of human ABHD5-perilipin-5 interaction | Split G. princeps luciferase complementation, luminescence, 4 h | 0.78% of 360,000 active | inhibition, % at 4 µM | Q00G26+Q8WTS1;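 active = inhibition above the mean inhibition across every tested compound plus 3 SD, cut at about 22% in these data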;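 also: 0% = DMSO only wells and the 100% control is not disclosed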
aDG glyco up – increases alpha dystroglycan glycosylation | Pro5-aDG cells, alpha-DG glycosylation AlphaScreen (IIH6); 0% Pro5, 100% B10-LARGE cell signal | activation, % at 10 µM | 0.22% of 360,000 active;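 active = activation of at least 8% versus controls, or a plate z-score of at least 8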;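 also: Pro5 are CHO cells carrying HIG-tagged alpha-DG that lacks glycosylation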
MC4R barr agon – agonists of human melanocortin 4 receptor (MC4R) beta-arrestin; P32245; U2OS MC4R beta-arrestin complementation, luminescence; percent of melanotan II response, DMSO zero; activation, % at 8.9 µM; 0.98% of 360,000 active;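 active = activation above a per-plate cutoff, the mean activation of sample wells on that plate plus 3 SD, cut at about 8% in these data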
ABCB6 inh 2 – inhibitors of human ABC transporter ABCB6; Q9NP58; K562-ABCB6 porphyrin accumulation, flow cytometry, 1 h; active compounds read low; fluorescence ratio to DMSO, % at 10 µM; 0.19% of 360,000 active;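 active = fluorescence ratio to DMSO below 75%, the collection mean minus 3 SD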;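 also: signal is porphyrin accumulated inside mitochondria; 100% equals median channel fluorescence of DMSO control wells; lower ratio means ABCB6 inhibition with less porphyrin fluorescence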
Target sequence (Q9NP58 whole entry, looked up): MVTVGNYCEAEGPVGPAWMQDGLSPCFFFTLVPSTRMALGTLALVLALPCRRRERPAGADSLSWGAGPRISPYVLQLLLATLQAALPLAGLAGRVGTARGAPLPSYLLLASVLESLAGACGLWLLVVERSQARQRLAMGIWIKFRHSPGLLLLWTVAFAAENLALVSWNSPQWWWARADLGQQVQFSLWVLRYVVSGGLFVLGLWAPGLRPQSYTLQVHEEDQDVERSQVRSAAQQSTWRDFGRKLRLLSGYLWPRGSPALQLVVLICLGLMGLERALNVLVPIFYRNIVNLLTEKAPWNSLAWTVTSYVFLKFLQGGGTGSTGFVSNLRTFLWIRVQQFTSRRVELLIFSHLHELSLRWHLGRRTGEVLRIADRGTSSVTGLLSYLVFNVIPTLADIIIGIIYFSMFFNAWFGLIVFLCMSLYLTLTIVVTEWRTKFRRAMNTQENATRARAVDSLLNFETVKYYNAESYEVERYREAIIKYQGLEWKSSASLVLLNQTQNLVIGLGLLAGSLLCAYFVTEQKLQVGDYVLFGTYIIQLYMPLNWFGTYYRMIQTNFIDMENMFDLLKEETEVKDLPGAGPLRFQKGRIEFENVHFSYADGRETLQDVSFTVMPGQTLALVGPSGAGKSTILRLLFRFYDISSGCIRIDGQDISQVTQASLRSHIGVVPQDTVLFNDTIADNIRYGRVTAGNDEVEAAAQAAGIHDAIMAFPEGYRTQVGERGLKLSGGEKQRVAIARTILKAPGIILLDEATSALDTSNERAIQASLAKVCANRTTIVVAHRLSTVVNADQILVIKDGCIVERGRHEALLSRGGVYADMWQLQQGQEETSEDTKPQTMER
Exocytosis inh – blocks lytic granule exocytosis | TALL-104 LAMP-1 surface exposure, flow cytometry; cells stimulated with thapsigargin and PMA | inhibition, % at 10 µM | 0.66% of 360,000 active | AID 651702;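 active = inhibition above about 55%, limit read from the data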
MC4R antagonist – human MC4R antagonism in cAMP assay. 0.48% of 360,000 active. P32245. MC4R-expressing cells, MTII-stimulated cAMP, LANCE TR-FRET. AID 540295. inhibition, % at 6.5 µM;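 active = inhibition above its plate's cutoff, the mean of tested wells on that plate plus 3 SD, cut at about 29% in these data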;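 also: 0% = Melanotan II alone and 100% = Melanotan II plus saturating MCL0020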
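Assay system: U2OS-MC4R stable cell line; Also added: Melanotan II; Technique: Eu-cAMP/anti-cAMP TR-FRET, emission 671 nm; Times: 30-min compound, 1-h challenge, 1-h detection, room temperature.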
N-glyco inh – blocks N-linked glycosylation in D54 reporter cells; D54 ERlucT glycosylation luciferase reporter, 24 h; percent of 100 nM tunicamycin response; reporter increase, % at 12.5 µM; 0.23% of 360,000 active; AID 588692;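 active = mean luciferase reporter signal, scaled so untreated is 0 and the glycosylation-blocking control 100, at or above a set limit in every replicate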;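 also: luciferase carries N-glycosylation sites so blocking glycosylation raises the light; 0% = median of neutral control wells and 100% = median of 100 nM tunicamycin wells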
Numbers without * were called inactive; . = no result given. Not a hit list (roughly 4.5% active in at least one column).

SMILES | iPSC survival up | HTR2A ag | H9c2 protect | ABHD5 PLIN5 PPI | aDG glyco up | MC4R barr agon | ABCB6 inh 2 | Exocytosis inh | MC4R antagonist | N-glyco inh
COc1cccc(-n2c(CN3CCN(c4ccccc4)CC3)nc3ccc([N+](=O)[O-])cc3c2=O)c1 | -0.8 | -0.1 | 8.6 | -3.1 | -0.6 | -1.2 | 98.0 | -0.8 | 4.6 | -4.8
Cc1ccc(NC(=O)N(CCCN2CCOCC2)Cc2cc3cc4c(cc3[nH]c2=O)OCO4)cc1 | -2.1 | -2.5 | -1.8 | 1.3 | 0.3 | -1.1 | 105.0 | 1.3 | 5.3 | 1.7
Cn1c(SCC(=O)NCc2ccccc2)ncc(C(=O)Nc2ccccc2)c1=O | 0.8 | 5.7 | -16.6 | 2.5 | 1.1 | -2.8 | 104.0 | -1.4 | 3.7 | 17.7
CCOc1cc(C(=O)NCc2ccc(C)cc2)ccc1OCC(=O)N1CCOCC1 | 1.6 | -1.4 | 5.4 | -3.6 | 0.3 | -0.1 | 98.0 | -0.7 | 7.9 | -1.0
CC(=O)Nc1ccc(NC(=O)C2CCCN2S(=O)(=O)c2cccc(C(F)(F)F)c2)cc1 (stereo not drawn) | 0.1 | -3.6 | 4.7 | -5.9 | -0.2 | -4.2 | 105.0 | -10.5 | 16.0 | 3.4
COc1ccc(C(=O)NCC(=O)OCc2nc(N)nc(Nc3ccccc3C)n2)cc1 | -3.9 | -7.2 | 2.9 | 11.8 | -0.1 | 0.1 | 99.0 | 5.2 | 11.9 | 0.5
COc1ccc(CCNS(=O)(=O)c2ccc(C3CNC(=O)C3)cc2)cc1OC (stereo not drawn) | -2.0 | 5.4 | -7.3 | -0.2 | 0.1 | -0.2 | 98.0 | 4.9 | 8.6 | -2.4
O=C(c1ccc(F)cc1)C1CCN(C(=O)Nc2ccc(F)cc2)CC1 | -1.7 | -7.1 | -17.5 | 4.8 | 0.5 | -0.2 | 89.0 | 0.5 | 9.9 | .
CCC(C)NC(=O)c1cn(CC)c2cc(N3CCN(C(=O)c4ccco4)CC3)c(F)cc2c1=O (stereo not drawn) | -0.7 | 4.8 | 3.9 | -2.9 | 0.1 | -2.9 | 99.0 | 4.3 | 12.2 | -3.2
COc1cc2c(cc1OC)[C@@H](Cc1ccc(OCCC#N)cc1)N(C)CC2 | -0.6 | -7.5 | 8.5 | 2.2 | -0.1 | -1.0 | 93.0 | 4.5 | 2.1 | -1.4
COc1ccccc1NC(=O)CSc1nc2ncccc2[nH]1 | -1.7 | -2.8 | 3.9 | 6.5 | 0.2 | 1.7 | 97.0 | 4.6 | 6.9 | -1.8
COC(=O)C(O)(CC(=O)Nc1ccc(OC)cc1)C(F)(F)F (stereo not drawn) | -0.3 | 4.6 | -0.4 | -3.3 | -0.2 | 0.2 | 89.0 | -1.3 | 1.6 | 0.2
CCOC(=O)CNC(=O)CSc1nnc(Cn2c(=O)sc3ccccc32)n1-c1ccccc1C | 2.0 | 2.2 | 6.1 | 4.2 | 0.1 | 0.6 | 100.0 | -0.5 | 10.6 | 0.0
CCOc1cc(/C=C2/SC(=S)NC2=O)ccc1OC(=O)c1ccco1 | 0.2 | 6.1 | -17.8 | 12.1 | -0.1 | 2.1 | 97.0 | 15.3 | -9.5 | -2.1
CC(OC(=O)Cc1c[nH]c2ccccc12)C(=O)Nc1ccc(S(N)(=O)=O)cc1 (stereo not drawn) | -0.4 | -1.2 | 2.4 | -2.2 | -0.1 | -5.3 | 101.0 | 4.5 | 7.5 | 1.6
O=C1C(Cl)=C(Nc2ccccc2)C(=O)c2ccccc21 | 0.2 | -2.2 | -13.7 | 3.7 | -0.9 | 0.8 | 94.0 | 41.6 | -19.8 | -23.4
CCC1(O)CC2CN(CCc3c([nH]c4ccccc34)C(C(=O)OC)(c3cc4c(cc3OC)N(C=O)C3C(O)(C(=O)OC)C(OC(C)=O)C5(CC)C=CCN6CCC43C65)C2)C1 (stereo not drawn) | -3.6 | -4.0 | 10.1 | -3.0 | -0.1 | -1.7 | 97.0 | -6.3 | -19.5 | 2.6
COCc1cn(CC[C@@H]2CC[C@@H](NC(=O)Nc3ccc4c(c3)OCO4)[C@@H](CO)O2)nn1 | . | 6.0 | . | -2.2 | 0.2 | . | . | -1.9 | . | .
CCc1ccc(/C=C2/SC(=S)N(CCC(=O)NCCCN3CCOCC3)C2=O)cc1 | -0.5 | -1.7 | -14.0 | -7.8 | 0.5 | -4.3 | 108.0 | 22.5 | -3.4 | -3.9
C/C(N)=C(/C#N)C(=O)CSc1n[nH]c(-c2cccs2)n1 | -0.1 | 3.6 | 2.1 | 0.0 | 0.1 | 0.6 | 100.0 | -4.4 | 11.5 | -0.2
CCOC(=O)C/C(=N\Nc1ncnc2ccccc12)c1ccccc1 | -0.3 | 10.8 | 4.2 | 1.2 | -0.1 | -0.3 | 95.0 | -14.5 | -0.8 | 0.2
O=C(Cc1ccccn1)c1ccc(Cl)cc1 | -2.0 | -0.8 | -2.1 | -10.5 | -0.2 | -1.0 | 96.0 | -4.8 | 2.2 | -3.4
Nc1nnc(SCC(=O)Nc2ccc(Cl)c(C(=O)O)c2)s1 | -0.8 | 1.6 | 0.2 | -1.6 | -0.1 | -2.2 | 96.0 | 9.7 | 1.8 | 1.6
CCN(Cc1cc2cc(C)ccc2[nH]c1=O)C(=O)c1cccc(OC)c1 | 0.7 | 0.9 | -0.8 | -1.1 | 0.1 | 0.0 | 95.0 | 1.3 | 3.1 | 7.2
COc1ccc(C(=O)Nc2ccc(NC(=O)C3CC3)cn2)cc1 | 0.3 | -0.9 | -0.8 | 12.9 | -0.1 | -1.5 | 100.0 | -8.3 | -4.7 | -2.1
COC(=O)CSc1nc2sc(C)c(C)c2c(=O)n1C | -0.7 | 4.8 | -1.2 | -3.8 | 0.0 | -1.2 | 101.0 | 0.2 | -2.8 | 1.9
COc1ccc(S(=O)(=O)N2CCOC2CNC(=O)C(=O)NCCCN2CCOCC2)cc1 (stereo not drawn) | 0.0 | 2.5 | 0.8 | 0.0 | -0.1 | -7.2 | 95.0 | -0.4 | 3.2 | 1.4
O=c1c2cnn(-c3ccc(F)cc3)c2ncn1Cc1ccc(F)cc1 | -0.3 | -1.9 | 2.1 | 9.1 | 1.4 | 1.0 | 104.0 | 2.3 | 1.4 | 1.3
C[C@H]1CN([C@@H](C)CO)S(=O)(=O)c2ccc(Br)cc2O[C@H]1CN(C)C(=O)c1cccnc1 | 0.5 | 0.7 | 3.8 | 6.2 | 0.1 | -1.4 | 92.0 | 6.3 | 0.2 | 0.8
Oc1sc(C=Nc2ccccc2)c2ccccc12 | -2.2 | -2.2 | 32.3 | -16.2 | 0.2 | -0.3 | 102.0 | 1.3 | 1.9 | -1.8
COc1ccc(/C=C(\NC(=O)c2ccc(OC)cc2)C(=O)Nc2ccc(C(=O)O)cc2)cc1 | 1.5 | -1.0 | 2.4 | -1.3 | -0.2 | 0.7 | 95.0 | 3.7 | 10.5 | -0.3
Cc1ccccc1CN1CCCC(C(=O)N2CCCCC2)C1 (stereo not drawn) | 0.3 | -4.3 | -0.3 | -0.3 | 0.0 | 0.2 | 101.0 | -0.1 | -3.6 | 1.9
Cc1ccc(-n2cc(CNC(C)c3cnn(C)c3)c(-c3ccc(F)cc3)n2)cc1 (stereo not drawn) | -3.1 | -3.0 | 22.7 | 0.7 | 1.8 | -1.1 | 103.0 | 2.2 | 7.0 | 0.0
Cc1cc(C)n(-c2nc(C)nc3c2cnn3-c2ccccc2)n1 | -0.3 | 2.0 | -8.6 | -3.3 | -0.1 | 0.4 | 103.0 | -1.5 | 4.2 | 1.6
Cc1ccc2nc(NC(=O)c3ccc(NS(=O)(=O)c4cccs4)cc3)sc2c1 | -2.2 | -5.2 | -10.0 | 1.7 | -0.3 | 0.3 | 96.0 | 1.4 | 13.7 | 1.1
COc1ccc(OC)c(NC(=O)c2nc(S(=O)(=O)Cc3ccccc3)ncc2Cl)c1 | 1.2 | -10.3 | -15.7 | 49.9* | -0.4 | -4.1 | 83.0 | 34.9 | -21.7 | -17.2
CC(=O)c1cccc(NC(=O)N2CCCC2C(=O)NC2CCCC2)c1 (stereo not drawn) | -0.2 | 1.9 | 4.4 | -11.0 | -0.1 | -1.1 | 99.0 | 3.4 | 4.8 | 2.3
O=C(Cc1ccc(Cl)cc1)Nc1ccc(-c2cc3ccccc3oc2=O)c(Cl)c1 | -1.9 | 2.9 | -5.7 | -6.9 | 0.0 | 0.2 | 87.0 | -1.6 | -15.5 | -0.3
COc1ccc(NC(=O)CCN2CCOCC2)c(OC)c1 | 0.1 | -1.5 | 6.6 | -6.7 | 0.0 | -3.4 | 92.0 | -1.7 | 10.3 | -0.2
CN(Cc1ccccc1)C(=O)c1[nH]cnc1C(=O)Nc1ccccc1 | -0.4 | -10.3 | 2.0 | -1.8 | -0.1 | -0.8 | 94.0 | -2.2 | -9.7 | -1.1
CC(=O)Nc1cc(-c2ccc(F)cc2)cn2c(-c3ccc(S(C)(=O)=O)cc3)cnc12 | 2.7 | -2.2 | 16.4 | 15.6 | -0.1 | 3.1 | 96.0 | 1.2 | 8.1 | -0.9
CN(Cc1ccccc1)C(=O)[C@@H]1CCCN1C(=O)[C@@H]1CCCN1C(=O)c1cccs1 | -0.3 | 6.1 | . | -2.3 | 0.0 | . | 98.0 | -5.2 | . | .
O=C(O)c1ccc(OCc2cn3ccccc3n2)cc1 | -0.5 | 8.9 | 12.4 | 0.8 | 0.0 | 1.1 | 95.0 | -3.5 | 3.0 | -0.1
O=C(C1CC1)N1CCN(c2ccnc3cc(Cl)ccc23)CC1 | -1.5 | 2.0 | 1.0 | 1.1 | 0.4 | 0.7 | 89.0 | -0.2 | -5.7 | -2.0
COc1ccc(Oc2ccc(-c3ccn[nH]3)cc2)cc1 | 0.0 | 0.0 | -9.9 | 2.6 | 0.0 | -2.4 | 92.0 | -2.6 | 2.4 | 0.1
Cc1cccc(Cl)c1NC(=O)N1CCN(c2ccnc3cc(Cl)ccc23)CC1 | -0.1 | -3.2 | 5.3 | -1.8 | 0.2 | 0.6 | 98.0 | 0.1 | 12.7 | -6.7
Cc1cc(=O)n2[nH]c(NCc3ccccc3F)nc2n1 | -0.8 | -4.8 | -1.7 | -4.6 | -0.3 | -2.5 | 101.0 | -3.4 | 0.2 | 0.2

Complete entries, quoted from the list. Order of screens: iPSC survival up	HTR2A ag	H9c2 protect	ABHD5 PLIN5 PPI	aDG glyco up	MC4R barr agon	ABCB6 inh 2	Exocytosis inh	MC4R antagonist	N-glyco inh
`CC(=O)Nc1cc(-c2ccc(F)cc2)cn2c(-c3ccc(S(C)(=O)=O)cc3)cnc12` is listed as 2.7	-2.2	16.4	15.6	-0.1	3.1	96.0	1.2	8.1	-0.9
`O=C(C1CC1)N1CCN(c2ccnc3cc(Cl)ccc23)CC1` is listed as -1.5	2.0	1.0	1.1	0.4	0.7	89.0	-0.2	-5.7	-2.0
